Screening results (PubChem BioAssay)
AP complement = alternative pathway complement inhibition, orthogonal assay; Human serum alternative complement pathway, LPS-coated ELISA, C3 deposition; tested in compound mixtures; inhibition, % at 5 µM; 62,000 tested, 0.08% active; AID 1235;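 active means inhibition above 30% in each of the two pooled mixtures holding the compound, so the lower value exceeds 30%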;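 further: 0% = serum in Mg-EGTA without compound and 100% = EDTA serum blank; some compounds past the cut are filed as inactive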
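Test system – human serum alternative complement pathway, C3 deposition on LPS-coated wells · Buffer or medium – diluted human serum in Mg2+-EGTA GVB++ · Compound dosing – 5 µM each compound, pools of ten, 50 µM per pool · Schedule – 1 h serum-compound exposure at 37 °C · Measured by – Anti-C3 ELISA, OD 450 nm · Read-out basis – percent inhibition of C3 deposition onto LPS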
ROCK2 blocker = inhibitors of human Rho kinase 2 | AID 604 | O75116 | inhibition, % at 6 µM | purified ROCK2, Kinase-Glo ATP depletion luminescence | 60,000 tested, 0.35% active;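 active means inhibition above the screen-wide mean inhibition plus 3 SD, cut at about 18% in these data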;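 further: plate controls were DMSO wells for no effect and Y-27632 control wells after no-enzyme background subtraction for full effect; many of its hits are not listed in these tables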
PKA inh = blocks human protein kinase A activity; 65,000 tested, 0.1% active; PKA Kemptide phosphorylation, Kinase-Glo ATP luminescence; inhibition, % at 6 µM; P17612;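 active means inhibition above the screen-wide mean inhibition plus 3 SD, cut at about 21% in these data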; further: many of its hits are not listed in these tables
CatB mixtures = human cathepsin B inhibition by mixtures. AID 488. P07858. inhibition, %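 (ten-compound pools at 5 µM per compound and 50 µM total)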. 62,000 tested, 0.06% active. Purified cathepsin B, AMC dipeptide fluorescence, compound mixtures; in the data active means inhibition above about 22%, passing the limit was not always enough;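 further: 0% = enzyme without compound and 100% = no enzyme blank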
CatS inh = inhibitors of human cathepsin S. P25774. recombinant cathepsin S, AMC dipeptide fluorescence, pooled mixtures. inhibition, %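 (tested at 5 µM per compound within 10-compound mixtures)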. 62,000 tested, 0.06% active. AID 501; in the data active means inhibition above about 32%, passing the limit was not always enough;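 further: 0% = enzyme without compound and 100% = blank without enzyme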
RORa activator = activators of human nuclear receptor RORA; P35398; CHO-K1 Gal4-RORA LBD luciferase reporter, luminescence; percent increase over mock-subtracted basal signal; activation, % at 10 µM; 65,000 tested, 1.5% active; AID 560;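 active means activation above the mean of all tested compounds plus 3 SD, cut at about 49% in these data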;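 further: 0% = DMSO-treated RORA cells and 100% = added signal equal to DMSO minus mock-transfected cells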
Target sequence (P35398 whole entry, looked up, the tested form may be a part): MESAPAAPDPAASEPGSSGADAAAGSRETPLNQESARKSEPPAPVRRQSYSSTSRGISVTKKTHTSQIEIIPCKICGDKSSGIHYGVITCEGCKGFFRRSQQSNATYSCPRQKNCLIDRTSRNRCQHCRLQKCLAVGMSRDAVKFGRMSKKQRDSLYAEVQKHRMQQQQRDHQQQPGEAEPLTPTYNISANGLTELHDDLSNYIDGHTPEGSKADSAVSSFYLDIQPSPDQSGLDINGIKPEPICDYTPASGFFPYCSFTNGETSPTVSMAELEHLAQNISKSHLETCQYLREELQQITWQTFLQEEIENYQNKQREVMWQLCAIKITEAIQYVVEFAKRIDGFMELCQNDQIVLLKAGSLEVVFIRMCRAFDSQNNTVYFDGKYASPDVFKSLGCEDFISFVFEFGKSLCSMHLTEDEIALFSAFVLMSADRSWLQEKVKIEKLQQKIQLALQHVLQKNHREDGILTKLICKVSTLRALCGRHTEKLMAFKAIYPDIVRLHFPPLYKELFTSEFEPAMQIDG
JNK3 blocker = JNK3 (human) kinase inhibition; inhibition, % at 8 µM; 60,000 tested, 0.61% active; AID 746; purified JNK3 kinase activity, HTS; P53779; in the data active means inhibition above about 17%;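 further: 0% = DMSO and 100% = reference inhibitor; many of its hits are not listed in these tables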
Target sequence (P53779 whole entry, looked up): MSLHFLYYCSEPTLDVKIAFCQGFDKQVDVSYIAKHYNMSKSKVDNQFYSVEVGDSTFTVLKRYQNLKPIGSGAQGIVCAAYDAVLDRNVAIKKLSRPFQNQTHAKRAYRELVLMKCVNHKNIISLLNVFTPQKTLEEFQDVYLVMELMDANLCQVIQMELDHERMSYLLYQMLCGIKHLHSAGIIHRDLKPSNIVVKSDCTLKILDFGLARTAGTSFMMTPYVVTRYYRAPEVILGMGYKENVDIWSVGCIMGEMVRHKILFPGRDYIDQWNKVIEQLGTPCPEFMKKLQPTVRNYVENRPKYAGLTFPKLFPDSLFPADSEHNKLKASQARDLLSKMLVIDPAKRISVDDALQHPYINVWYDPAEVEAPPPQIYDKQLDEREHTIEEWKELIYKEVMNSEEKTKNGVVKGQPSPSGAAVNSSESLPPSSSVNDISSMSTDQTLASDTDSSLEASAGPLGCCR
CatB block = human cathepsin B inhibition; P07858; purified cathepsin B, fluorogenic substrate, fluorescence; inhibition, %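 (tested at 10 µM)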; 63,000 tested, 0.1% active; AID 453; in the data active means inhibition above about 21%;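 further: 0% = enzyme with no compound and 100% = no enzyme blank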
E coli RNAP = blocks E. coli RNA polymerase transcription. P0A8V2. fluorescence transcription assay. inhibition, %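 (tested at 10 µM)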. 62,000 tested, 0.2% active; in the data active means inhibition above about 20%;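 further: 0% = enzyme without compound and 100% = no enzyme blank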
Starred values were filed as active, the others as inactive; . = not tested or not shown.

[1] COc1cc(-c2nnc(CSc3nc4ccccc4s3)o2)cc(OC)c1OC
[2] CSc1nc(C)cc(OCC(=O)n2nc(C)cc2C)n1
[3] Cc1ccc(-n2nc(C(=O)N3CCN(C)CC3)c3c4ccccc4n(C)c3c2=O)cc1
[4] Clc1ccc(-c2nnc(NC3=NCCCCC3)o2)cc1
[5] CCC1=[N+]([O-])C(C)(/C(C)=N\O)N(O)C1(C)C (stereo not given)
[6] Nc1ncc(-c2ccccc2)n1CC1CCCO1 (stereo not given)
[7] O=C1CCC(=O)N1CNc1ccc(Oc2ccccc2)cc1
[8] COc1ccc(-c2nn(CCC(=O)O)cc2CCC(=O)O)cc1
entry no. | 1 | 2 | 3 | 4 | 5 | 6 | 7 | 8
AP complement | 0 | 10 | 7 | 18 | 5 | 5 | -9 | -2
ROCK2 blocker | 3 | -1 | -6 | 0 | 3 | -5 | -4 | 1
PKA inh | 3 | 3 | -1 | 6 | 0 | -8 | 6 | -2
CatB mixtures | 1 | 8 | 7 | -5 | 5 | 8 | 4 | 6
CatS inh | 12 | 16 | 2 | 7 | 9 | 19 | 9 | 14
RORa activator | -3 | -17 | -10 | -65 | 5 | 10 | -10 | -7
JNK3 blocker | 2 | -2 | 2 | 10 | 0 | -3 | 1 | -5
CatB block | 1 | 1 | -3 | -1 | -1 | -1 | 1 | 7
E coli RNAP | 11 | 11 | 8 | 7 | 3 | 9 | 6 | 2

[9] Cc1c(C(=O)NCc2ccccn2)sc2nc(-c3ccccc3)cn12
[10] Cc1ccc(N2CC(C(=O)OCC(=O)C(C)(C)C)CC2=O)cc1 (stereo not given)
[11] O=C1CC(NC23CC4CC(CC(C4)C2)C3)C(=O)N1c1ccc2c(c1)OCO2 (stereo not given)
[12] O=C(CN1CCOc2ccccc21)NC1CC1
[13] Cc1ccc(OCC(=O)Nc2ccc(N3CCOCC3)cc2)cc1
[14] CCOC(=O)N1CCN(CC(=O)Nc2c(C(=O)OC)[nH]c3ccc(Cl)cc23)CC1
[15] COc1cc(C(=O)Nc2ccc(OCC(=O)O)cc2)cc(OC)c1OC
[16] COc1c(C)cccc1C(=O)Nc1cc(-c2nn3c(C)nnc3s2)ccc1C
entry no. | 9 | 10 | 11 | 12 | 13 | 14 | 15 | 16
AP complement | 9 | 8 | 5 | -3 | 24 | -21 | 8 | 6
ROCK2 blocker | 2 | . | -1 | 0 | 8 | -1 | -3 | -2
PKA inh | 1 | 4 | -3 | 8 | 15 | 0 | 6 | -6
CatB mixtures | 3 | -1 | 2 | -3 | 2 | 2 | -1 | 4
CatS inh | 10 | -3 | 12 | -2 | -5 | -1 | -6 | 14
RORa activator | 42 | -7 | 1 | -6 | -20 | 4 | -2 | -16
JNK3 blocker | 0 | . | -10 | -8 | 5 | -3 | -6 | 8
CatB block | 0 | -4 | 5 | 0 | 3 | 3 | 2 | 3
E coli RNAP | 5 | 5 | 2 | 6 | 7 | -3 | -6 | 0

[17] COc1ccc(OC)c(S(=O)(=O)N2CCC(C(=O)NCc3ccccc3)CC2)c1
[18] O=C(O)C1C2C=CC(O2)C1C(=O)NCc1ccc2c(c1)OCO2 (stereo not given)
[19] Cc1c(NC(=O)c2ccc3c(c2)OCO3)c(=O)n(-c2ccccc2)n1C
[20] COC(=O)c1[nH]c2cc(C)ccc2c1NC(=O)CN1CCCc2ccccc21
[21] CCOC(=O)C1CN(c2cc3c(cc2F)c(=O)c(C(=O)O)cn3CC)OC1C(=O)OCC (stereo not given)
[22] Cc1sc2ncnc(SCC(=O)N3CCCC3)c2c1C
[23] CCc1ccc2c(c1)CCCN2C(=O)c1ccccc1C(=O)O
[24] CCN1CCCC1CNC(=O)CSc1cc(=O)n(C)c2cc(Cl)ccc12 (stereo not given)
entry no. | 17 | 18 | 19 | 20 | 21 | 22 | 23 | 24
AP complement | -14 | -11 | 20 | 3 | 13 | 7 | 13 | 12
ROCK2 blocker | 10 | 3 | . | 3 | -4 | 4 | 1 | 4
PKA inh | 8 | 0 | . | 5 | -4 | 10 | 0 | 6
CatB mixtures | 4 | 0 | 2 | -4 | 6 | 4 | 3 | 2
CatS inh | 13 | -1 | -10 | 2 | 7 | 7 | -7 | -3
RORa activator | -20 | -8 | . | 8 | 26 | -7 | -19 | -17
JNK3 blocker | -6 | -11 | . | -1 | -7 | 0 | 3 | -3
CatB block | 6 | -3 | -3 | 2 | 7 | -1 | -3 | 8
E coli RNAP | 4 | 5 | 0 | 4 | 8 | 11 | 4 | 3

[25] Cc1ccc(NC(=O)CNc2cccc(C)c2C)c(C)c1
[26] CC(=O)Nc1ccc(S(=O)(=O)N2CCC(NC(=O)C(Cc3cccn3C)NC(C)=O)CC2)cc1 (stereo not given)
[27] Cc1cc(NC(=O)CSc2ccc3nnc(-c4ccc(F)cc4)n3n2)no1
[28] N#Cc1c2c(c(N3CCN(c4ccccn4)CC3)n3c1nc1ccccc13)CCC2
[29] Cn1c(=O)[nH]c(=O)c2c1nc(Br)n2Cc1ccccc1F
[30] Clc1ccc(Cl)c(-c2ccc(/C=N/c3ncn[nH]3)o2)c1
[31] Cc1nnc2ccc(N3CCN(c4ccccn4)CC3)nn12
[32] CC(=O)CSc1nnc(CSc2ncccn2)n1C1CCCCC1
entry no. | 25 | 26 | 27 | 28 | 29 | 30 | 31 | 32
AP complement | 10 | 9 | 1 | -7 | -2 | -4 | -1 | 9
ROCK2 blocker | 6 | -4 | 2 | . | -3 | -1 | -3 | 6
PKA inh | 4 | -2 | 4 | 3 | -3 | 2 | 1 | 6
CatB mixtures | 7 | -4 | 3 | -5 | -10 | 2 | 6 | -1
CatS inh | -2 | -1 | 11 | 8 | -1 | -3 | 10 | 14
RORa activator | -23 | -20 | -14 | -6 | -14 | 4 | -16 | -10
JNK3 blocker | -4 | -6 | 5 | . | 0 | 2 | 3 | 4
CatB block | 1 | 2 | 8 | 2 | 1 | 7 | 51* | -2
E coli RNAP | 8 | 4 | 7 | 1 | 7 | 8 | 3 | -3

Part of the list above, bar-delimited:
no. | structure | AP complement | ROCK2 blocker | PKA inh | CatB mixtures | CatS inh | RORa activator | JNK3 blocker | CatB block | E coli RNAP
28 | N#Cc1c2c(c(N3CCN(c4ccccn4)CC3)n3c1nc1ccccc13)CCC2 | -7 | . | 3 | -5 | 8 | -6 | . | 2 | 1
29 | Cn1c(=O)[nH]c(=O)c2c1nc(Br)n2Cc1ccccc1F | -2 | -3 | -3 | -10 | -1 | -14 | 0 | 1 | 7

Other results.
[33] O=C(CCOc1ccccc1)NCc1ccccc1
[34] O=C(NCc1cccs1)c1ccccc1F
[35] COc1ccc(OCC(=O)Nc2cc(-c3nn4c(C)nnc4s3)ccc2C)cc1
[36] Cc1csc2nc(CNS(=O)(=O)c3ccc(-c4ccccc4)cc3)cn12
[37] O=C(OCCN1CCOCC1)c1ccc(OCCN2CCOCC2)cc1
[38] Cc1ccc2[nH]c(=O)c(CN(CCCO)S(=O)(=O)c3c(C)ccc4nsnc34)cc2c1
[39] CCOc1ccc(/C(O)=C2/C(=O)C(=O)N(CCOCCO)C2c2ccccn2)cc1 (stereo not given)
[40] Cc1ccnc(NC(=O)c2c(O)c3ccccc3n(C)c2=O)c1
entry no. | 33 | 34 | 35 | 36 | 37 | 38 | 39 | 40
AP complement | 13 | 7 | 1 | 1 | -3 | 14 | 2 | -4
ROCK2 blocker | -2 | 5 | -2 | -1 | -14 | 0 | 2 | -3
PKA inh | 1 | 3 | 4 | 4 | 2 | 0 | -5 | -3
CatB mixtures | 42 | 3 | 1 | 3 | 3 | -6 | 10 | 4
CatS inh | 32 | 0 | 18 | 11 | 17 | -13 | 26 | -6
RORa activator | -10 | 8 | 11 | -8 | -7 | -2 | 36 | 74*
JNK3 blocker | -3 | 1 | 1 | 2 | -1 | 0 | 3 | 1
CatB block | 2 | 0 | 3 | 10 | -2 | 2 | 1 | 0
E coli RNAP | -8 | 2 | 5 | 6 | 18 | 6 | 11 | 7

[41] O=C(Nc1ccc(CN2CCCCC2)cc1)c1ccc2c(c1)OCO2
[42] O=C(CSc1nnc(-c2ccc(F)cc2)o1)Nc1ccc(S(=O)(=O)N2CCCCCC2)cc1
[43] CCN(CC)CCCN1C(=O)C(=O)/C(=C(/O)c2cnn(-c3ccccc3)c2C)C1c1ccncc1 (stereo not given)
[44] Cn1c(Nn2cnnc2)nc2ccccc21
[45] CC(Nc1nc(N2CCCC2)nc2ccccc12)c1ccccc1 (stereo not given)
[46] CCCCn1nnc(NC(=O)Cc2ccc(Cl)cc2)n1
[47] Cn1c(=O)[nH]c(=O)c2c1nc(Br)n2CCC(=O)c1ccccc1
[48] O=C1c2cccnc2C(=O)N1Cc1ccc2c(c1)OCO2
entry no. | 41 | 42 | 43 | 44 | 45 | 46 | 47 | 48
AP complement | 16 | 18 | 19 | . | -4 | 0 | 5 | 2
ROCK2 blocker | 3 | -1 | 6 | -2 | 7 | 5 | 3 | 0
PKA inh | 0 | -2 | 5 | -3 | 9 | 10 | 7 | -1
CatB mixtures | 5 | 6 | 4 | . | -5 | -6 | -4 | 0
CatS inh | -1 | -5 | 0 | . | 2 | 9 | 12 | -2
RORa activator | 5 | -10 | 3 | -2 | 20 | -6 | -8 | -8
JNK3 blocker | -2 | 6 | 2 | 4 | 6 | 5 | -4 | -2
CatB block | -3 | 3 | -5 | . | 12 | 3 | 5 | 4
E coli RNAP | 2 | 3 | 3 | . | 6 | 6 | 6 | -4

[49] O=C(Cn1c(C(F)(F)F)nc2ccccc21)NCCN1CCCC1
[50] COc1cccc(-n2nnc3c(=O)n(CC(=O)NC4CCCC4)cnc32)c1
[51] CC(=O)NCc1nc2ccccc2n1Cc1ccccc1C
[52] O=C(CCS(=O)(=O)c1cccs1)NC1CCCCCC1
[53] Cc1c(Cl)cccc1N1C(=O)C2ON(c3ccccc3)C(c3cccnc3)C2C1=O (stereo not given)
[54] [O-][n+]1onc2c1CCc1c-2nn(-c2ccccc2Cl)[n+]1[O-]
[55] COc1cc(C(=O)Nc2cc(C)ccn2)cc(OC)c1OC
[56] CCN(CC)C(=O)CN(C)S(=O)(=O)c1cccc2nsnc12
[57] Brc1ccc(-c2cnnc(N3CCCC3)n2)cc1
[58] O=c1cc(O)sc2ccccc12
entry no. | 49 | 50 | 51 | 52 | 53 | 54 | 55 | 56 | 57 | 58
AP complement | 12 | 12 | 18 | 4 | . | 7 | 12 | 8 | . | -2
ROCK2 blocker | 2 | . | -1 | . | -10 | 9 | 4 | 7 | 1 | 4
PKA inh | -1 | 8 | -9 | 9 | 0 | 12 | 8 | 10 | 0 | 4
CatB mixtures | 3 | 1 | 4 | 0 | . | 3 | 5 | 1 | . | 4
CatS inh | 11 | 1 | 4 | -6 | . | -1 | -1 | -1 | . | 5
RORa activator | -8 | 14 | -1 | 38 | -14 | -3 | -21 | 6 | -15 | -8
JNK3 blocker | 4 | . | -4 | . | -3 | -2 | 4 | -1 | 3 | 6
CatB block | 1 | 0 | -4 | 2 | -3 | 2 | 3 | 5 | 2 | 0
E coli RNAP | 11 | 19 | 7 | 2 | -14 | 8 | 12 | 0 | . | 6

Compound profiles (already shown). Order of screens: AP complement	ROCK2 blocker	PKA inh	CatB mixtures	CatS inh	RORa activator	JNK3 blocker	CatB block	E coli RNAP
`O=C(CCS(=O)(=O)c1cccs1)NC1CCCCCC1` as listed: 4	.	9	0	-6	38	.	2	2
`O=c1cc(O)sc2ccccc12` as listed: -2	4	4	4	5	-8	6	0	6
`[O-][n+]1onc2c1CCc1c-2nn(-c2ccccc2Cl)[n+]1[O-]` as listed: 7	9	12	3	-1	-3	-2	2	8
`CCN(CC)C(=O)CN(C)S(=O)(=O)c1cccc2nsnc12` as listed: 8	7	10	1	-1	6	-1	5	0

An excerpt. The share of hits here may be higher or lower than overall.
